Vif-APOBEC3F blk – inhibitors of Vif-A3F interaction; HeLa A3F-eYFP + Vif (tagged APOBEC3F with the HIV-1 protein that degrades it), YFP fluorescence increase; Potency, µM (series often up to 46.1 µM), without a hit: top-dose activity, negative = active; actives 0.2% (n = 390,000); AID 602313; also: potency is read from the fitted curve at half-maximal effect; % of control where 0% means no effect; nearly all actives have a fitted effect of over 65% in size
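Fluorescence increase (Ex 488/Em 500-530) after overnight compound treatment at 37 deg C flags inhibition of Vif-driven A3F-eYFP loss in stable HeLa A3F-eYFP/Vif cells seeded overnight beforehand.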
PI4K2A inh – inhibitors of human PI4K2A; activity change, negative = inhibition, % at 76.9 µM; purified PI4K2A, ADP-Glo luminescence, 1 h; stronger effect = lower value; AID 1346378; actives 0.13% (n = 420,000); Q9BTU6; in the data active = activity change below about -50%; inconclusive = mostly about -30% to -49%;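 also: -100% = wells without enzyme as full effect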
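ADP-Glo luminescence measured ADP generated by PI4K2A enzyme (4 ug/mL before mixing) with 1.2 mM PI substrate (pre-mix) and 300 microM ATP (pre-mix). Tris pH7.5 buffer with MgCl2, Triton X-100; 1 h reaction at ambient temperature.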
LDHA block – LDHA (human) enzyme inhibition; purified LDHA, NADH/diaphorase-resazurin fluorescence; stronger effect = lower value; activity change, % (values are at about 110 or 230 µM); actives 0.15% (n = 480,000); AID 1347041; in the data active = activity change below about -30%; inconclusive = mostly about -25% to -30%;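 also: plate controls were DMSO wells for no effect and wells without enzyme for full effect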
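LDH5 2 nM; NADH 0.06 mM, pyruvate 0.2 mM; 200 mM Tris pH 7.4, EDTA, Tween-20; 5 min RT. Detection: diaphorase 0.133 mg/mL + resazurin 37 µM, fluorescence ex540/em590 at 0 and 20 min; normalized to enzyme-free and DMSO wells.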
TrxR1 substrate – rat thioredoxin reductase 1 substrate activity; purified TrxR1 substrate turnover, NADPH consumption readout; Potency, µM (titrated, usually from 114 µM), for the others: at the top dose activity change, negative = substrate turnover; O89049; actives 0.01% (n = 390,000); also: potency is read from the fitted curve at half-maximal effect; % is scaled to controls: 0 for no effect and ±100 for the full control effect; nearly all actives have a fitted effect of over 50% in size
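Rat TrxR1, dispensed at 90 nM, was prereduced with 400 uM NADPH (final) for 5 min at ~22 deg C, then incubated with compound 15 min before 400 uM selenite. A first-read NADPH fluorescence drop versus no-compound background flagged substrates.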
Vif-A3G inh – Vif-A3G binding inhibition | Q9HC16 | HeLa A3G-eYFP + Vif (tagged APOBEC3G with the HIV-1 protein that degrades it), YFP fluorescence, overnight | Potency, µM (top dose mostly 46.1 µM), inactives show top-dose activity, negative = active, actives largely listed as inhibitors | actives 0.076% (n = 410,000) | AID 602310;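 also: potency is read from the fitted curve at half-maximal effect; % is scaled to controls: 0 for no effect and ±100 for the full control effect; nearly all actives have a fitted effect of over 60% in size; hits raise eYFP signal because A3G escapes Vif-driven loss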
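Read-out is eYFP fluorescence (Ex 488/Em 500-530) from Vif-expressing HeLa A3G-eYFP cells; more signal means A3G escaped Vif-mediated degradation. Cells plated overnight, compound pinned in, incubated overnight at 37 deg C.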
GRP78 ERSR act – ER stress response induction in glioma. U87-MG GRP78 promoter luciferase reporter, 16 h. Potency, µM, for inactives: top-dose activation, actives largely listed as activators. actives 0.02% (n = 420,000); also: potency is read from the fitted curve at half-maximal effect; series mostly up to about 76 µM; % of control where 0% means no effect; nearly all actives have a fitted effect of over 35% in size
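Stably transfected U87-MG human glioma cells carrying a GRP78-based luminescent sensor were seeded at 1000 cells/well, pin-dosed with compounds and incubated 16 h. Luciferase reagent was then added, and end-point luminescence was read after 10 min at room temperature.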
RXFP1 ag – RXFP1 (human) receptor agonism; Q9HBX9; Potency, µM (titrated, usually from 57.5 µM), for inactives: at the top dose activation, usual class: activators; actives 0.3% (n = 370,000); AID 2676; HEK293T-RXFP1 cAMP TR-FRET, 30 min; response scale: percent of porcine relaxin response, buffer zero; also: potency is read from the fitted curve at half-maximal effect; % is scaled to controls: 0 for no effect and ±100 for the full control effect; nearly all actives have a fitted effect of over 60% in size; many of its hits are not listed in these tables
Target sequence (Q9HBX9 whole entry, looked up): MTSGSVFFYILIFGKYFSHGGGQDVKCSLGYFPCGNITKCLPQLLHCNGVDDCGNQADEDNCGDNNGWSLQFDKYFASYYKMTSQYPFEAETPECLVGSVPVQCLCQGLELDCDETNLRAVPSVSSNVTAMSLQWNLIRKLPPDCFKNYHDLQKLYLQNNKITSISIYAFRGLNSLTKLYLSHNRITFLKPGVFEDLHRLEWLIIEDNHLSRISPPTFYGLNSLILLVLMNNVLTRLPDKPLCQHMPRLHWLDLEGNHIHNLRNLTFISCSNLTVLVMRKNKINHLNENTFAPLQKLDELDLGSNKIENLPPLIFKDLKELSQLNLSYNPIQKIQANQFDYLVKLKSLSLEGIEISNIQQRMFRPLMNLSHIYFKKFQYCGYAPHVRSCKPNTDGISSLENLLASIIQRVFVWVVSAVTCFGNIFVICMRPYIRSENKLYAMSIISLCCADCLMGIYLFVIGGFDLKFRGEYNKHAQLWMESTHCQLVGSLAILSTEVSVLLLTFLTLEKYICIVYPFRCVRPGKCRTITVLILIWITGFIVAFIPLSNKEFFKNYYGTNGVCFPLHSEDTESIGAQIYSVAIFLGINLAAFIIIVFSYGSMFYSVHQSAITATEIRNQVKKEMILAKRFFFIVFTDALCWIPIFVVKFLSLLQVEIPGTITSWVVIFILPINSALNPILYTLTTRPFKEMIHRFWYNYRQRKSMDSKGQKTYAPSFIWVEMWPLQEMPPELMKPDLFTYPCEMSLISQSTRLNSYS
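cAMP rise read by TR-FRET after 30 min, 37C compound exposure (up to 58 uM) in RXFP1-transfected HEK293 cells with Ro 20174 present. EC50 from Hill-equation fits, with 29 nM porcine relaxin as 100% and buffer as basal.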
USP1 inh – inhibitors of human USP1/UAF1 deubiquitinase. O94782. recombinant USP1/UAF1, Ub-Rhodamine cleavage fluorescence. Potency, µM (highest dose often 57.1 µM), for inactives: at the top dose activity change, negative = inhibition, actives largely listed as inhibitors. actives 0.23% (n = 390,000); also: potency is read from the fitted curve at half-maximal effect; % is scaled to controls: 0 for no effect and ±100 for the full control effect; nearly all actives have a fitted effect of over 60% in size; inactives centre near -12
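In this screen, compounds sit with the deubiquitinase complex (1nM) for 15 min at room temperature before Ub-Rho is added at 150nM final. Fluorescence rise is then followed for 6 reads every 60 seconds.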
IDH1 R132H inh – blocks human mutant IDH1 R132H enzyme; O75874; IDH1-R132H enzyme, NADPH consumption, diaphorase/resazurin fluorescence; Potency, µM (series often up to 76.6 µM), for the others: top-dose activity change, negative = inhibition, usual class: inhibitors; actives 0.093% (n = 390,000); also: potency is read from the fitted curve at half-maximal effect; % is scaled to controls: 0 for no effect and ±100 for the full control effect; nearly all actives have a fitted effect of over 65% in size
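IDH1-R132H (0.5 ug/mL) preincubated 30 min with compound, then NADPH (0.016 mM) and alpha-KG (2 mM) added; 80 min at RT, pH 7.5. Remaining NADPH coupled via diaphorase/resazurin to fluorescence (540/590 nm); concentration-response curves normalized to no-enzyme control.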
* hit, by the source's call; ? = inconclusive; · = no result given; & = joins results of further samples; [ ] = dose if it differs, or a comment. Unless noted, calls follow the shape of the dose curve; as a rule, active = well fitted curve in the direction sought with a large enough effect; inconclusive = small, poorly fitted or top-dose-only effect, or another doubt; inactive = no such curve, though single readings can be large; an effect the other way counts as inactive or inconclusive. The list is partial, so the mix of outcomes need not match the whole.

canonical_smiles	TrxR1 substrate	Vif-A3G inh	LDHA block	USP1 inh	PI4K2A inh	IDH1 R132H inh	Vif-APOBEC3F blk	RXFP1 ag	GRP78 ERSR act
Cc1c(Cl)cccc1NC(=S)NC1CCCC1	3%[57.1 µM]	1%	-4	-21%	-1	6%	-6%	-0.9%	1%
O=C(CCN1C(=O)/C(=C/c2ccccc2F)SC1=S)NCCc1ccc(O)cc1	-3%	0%	-6	-25%	12	-5%	-2%	-0.8%	-4%
O=C(COc1coc(CN2CCN(c3ccccc3F)CC2)cc1=O)NC1CCCCC1	8%[57.1 µM]	1%	-7	-17%	0	3%	-7%	1.5%	-6%
O=C(Nc1ccc2c(c1)OCCO2)c1ccc(Cl)cc1Cl	1%	1%	-7	0%	-8	0%	-28%	-1.6%	-7%
CCCCCCN1CCN(C2CN(Cc3ccc([N+](=O)[O-])cc3)S(=O)(=O)C2)CC1 (configuration not stated)	·	0%	0	2%	-5	9%	2%	·	-1%
CCc1c(C)nc(N2CCN(Cc3ccc4c(c3)OCO4)CC2)[nH]c1=O	-11%	2%	-7	-5%	1	-1%	2%	1.7%	-2%
CC(C)NC(=O)c1ccc2c(c1)N(CC(=O)N1CCOCC1)C(=O)C(C)(C)O2	2%	1%	-13	-15%	-2	-1%	2%	2.0%	-1%
NS(=O)(=O)c1cccc(NC(=O)COC(=O)CSCc2ccccc2)c1	5%	-1%	2	-19%	3	7%	7%	·	-4%
O=C(NC1CCCC1)C1CCN(C(=O)NCc2ccccc2)CC1	-1%	-1%	-13	-14%	1	-3%	3%	-0.3%	-6%
CCCc1nnc(SCC(=O)N2CCCC(C)C2)n1CCCOC (configuration not stated)	11%	0%	-6	-11%	-5	-3%	·	0.7%	-6%
O=C1C(=O)N(CCCN2CCOCC2)C(c2ccc(Cl)cc2)/C1=C(/O)c1ccc(F)cc1 (configuration not stated)	-1%	-1%	-3	-15%	0	1%	-8%	0.4%	-2%
COc1ccc(NS(=O)(=O)c2ccc(Cl)s2)cn1	5%[57.1 µM]	-6%	-3	?	-1	5%	-9%	0.6%	-6%
CCn1c(=O)c2ccccc2n2c(SCC(=O)N3CCCc4ccccc43)nnc12	8%	1%	-5	-10%	7	8%	-8%	-0.1%	-4%
CCOc1ccc(-c2cc(C(=O)NCc3ccc(OC)cc3)c3c(-c4ccc(F)cc4)[nH]nc3n2)cc1	-2%[57.1 µM]	0%	-7	-10%	-2	-4%	-1%	?	-3%
O=[N+]([O-])c1ccc(N2CCN(Cc3ccncc3)CC2)cc1	-2%	1%	3	-7%	1	-4%	-3%	0.8%	-6%
O=C(CSc1ccc2ccccc2n1)N/N=C/c1ccc(O)cc1	10%	-12%	1	-24%	-1	4%	7%	-0.1%	2%
Cc1ccc(C)n1-c1c(C(=O)NN)cnn1-c1ccccc1	-5%	-1%	-5	-10%	0	16%	0%	-0.2%	-2%
Cc1ccccc1C(=O)NCc1ccncc1	13%[57.1 µM]	-3%	-1	-15%	-3	3%	3%	3.0%	-3%
N#CC(=C1CCCC1)c1nc(-c2ccccc2O)cs1	9%[57.1 µM]	-13%	-2	-9%	-10	3%	-1%	3.6%	-2%
CN1C(=O)N(C)C2C1N(CN1CCCCC1)C(=O)N2CN1CCCCC1 (configuration not stated)	0%	0%	-6	-6%	3	1%	0%	1.7%	-3%

Reprinted from the part before: 2 entries, followed by the next part.
canonical_smiles	TrxR1 substrate	Vif-A3G inh	LDHA block	USP1 inh	PI4K2A inh	IDH1 R132H inh	Vif-APOBEC3F blk	RXFP1 ag	GRP78 ERSR act
N#CC(=C1CCCC1)c1nc(-c2ccccc2O)cs1	9%[57.1 µM]	-13%	-2	-9%	-10	3%	-1%	3.6%	-2%
CN1C(=O)N(C)C2C1N(CN1CCCCC1)C(=O)N2CN1CCCCC1 (configuration not stated)	0%	0%	-6	-6%	3	1%	0%	1.7%	-3%
O=C(Nc1cccc2ncccc12)C12CC3CC(CC(C3)C1)C2	-6%	-4%	-14&3	-15%	-1	0%	-2%	0.3%	-6%
O=C(NC1CCCCC1)C1CCN(c2nccs2)CC1	-2%	2%	0	-16%	-4	2%	-1%	0.3%	-1%
Cc1ccc(NC(=O)NCCCN2CCCC2=O)c(C)c1	8%	1%	0	-9%	-4	6%	0%	-1.7%	-7%
CC(C)CCn1c(Sc2nc3ccccc3o2)nc2c1c(=O)[nH]c(=O)n2C	0%	0%	4	-17%	2	9%	-4%	2.9%	2%
CC1(NC(=O)c2cccc(S(=O)(=O)N3CCN(c4ccc(F)cc4)CC3)c2)CCS(=O)(=O)C1 (configuration not stated)	-13%	0%	2	-3%	-3	0%	8%	0.4%	-4%
CN(CC(=O)N1CCN(c2ccccn2)CC1)S(=O)(=O)c1ccccc1	12%[57.1 µM]	-2%	-10	-26%	-7	1%	12%	0.2%	1%
CCN(CC)S(=O)(=O)c1cc(C(=O)Nc2ccc(Cl)cn2)ccc1C	-12%	0%	-1	-10%	-1	3%	1%	0.7%	1%
CC1CCCCCCC1OC(=O)c1ccccc1C(=O)O (configuration not stated)	0%	-1%	-8	-18%	-6	0%	2%	·	-4%
O=C(C1=C[C@H](C2CC2)C[C@H](OCc2ccc(CO)cc2)O1)N1CCN(Cc2ccccc2)CC1	-3%	2%	-2	-4%	-2	-3%	5%	1.6%	-1%
O=C(Cn1nc(-c2ccccc2)ccc1=O)Nc1ccc(N2CCN(C(=O)c3ccccc3)CC2)cc1	-2%	0%	-2	3%	2	-3%	-3%	0.9%	-2%
Cc1ccccc1C(=O)Nc1ccc(C(=O)O)cc1NC(=O)c1ccccc1C	8%	-1%	-15	-16%	-1	5%	0%	-1.2%	0%
COc1ccc(NC(=O)Nc2ccc3c(c2)C(=O)N([C@H](C)CO)C[C@H](C)[C@@H](CN(C)S(=O)(=O)c2ccc(F)cc2)O3)cc1	-2%	-12%	1	?	-7	-15%	-2%	·	-1%
Cc1ccc(S(=O)(=O)NCCC(=O)N2CCCCCCC2)cc1C	4%	1%	-13	-23%	0	6%	8%	0.1%	-3%
O=C(COC(=O)C1CC1)NC(=O)c1ccccc1	-4%	0%	-3	-17%	-2	1%	0%	1.8%	-3%
COC(=O)c1sc(S(=O)(=O)NC(Cc2ccccc2)C(=O)O)c(C(=O)OC)c1C (configuration not stated)	4%	-16%	-3	-15%	1	4%	-11%	5.9%	-2%
Cc1cnc(C(=O)NCCc2ccc(C(F)(F)F)cc2)cn1	5%	1%	-3	-11%	-2	-3%	0%	2.8%	3%
Cc1cc(NC(=O)CC2CCCC2)n(-c2nc3ccccc3[nH]2)n1	-14%	-1%	-1	0%	16	5%	6%	2.9%	-6%
COc1cc(/C=N/N=C2\CC3CCC2(C)C3(C)C)ccc1O (configuration not stated)	-10%	-5%	-3	-11%	1	8%	0%	5.5%	3%
CC(C)Cc1nnc(NC(=O)CSc2ncn[nH]2)s1	4%	2%	-1	-16%	3	7%	-5%	0.3%	-6%
COCC1CCN(C(=O)c2cc(COc3ccc(-n4cncn4)cc3)on2)CC1	2%	0%	1	-24%	-1	13%	0%	0.0%	-3%
CC1CCCN(C(=S)Nc2ccc3nc4n(c(=O)c3c2)CCCCC4)C1 (configuration not stated)	-4%	0%	-4	-14%	4	1%	3%	0.7%	0%
Cc1cc(C)cc(OCC(=O)NCC2CCCO2)c1 (configuration not stated)	18%	-1%	-2	-21%	1	7%	-21%	-1.4%	-11%
O=C1CN2C(=Nc3ccc(Cl)cc3C2c2ccccc2)CN1 (configuration not stated)	2%	0%	1	-18%	1	9%	-5%	-0.3%	-6%
NS(=O)(=O)c1cccc(NC(=O)CN2CCN(Cc3ccc4c(c3)OCO4)CC2)c1	-6%	1%	-4	-11%	0	1%	1%	2.6%	-6%
COc1ccc(Cl)cc1NC(=S)NNC(=O)C1(C)CC1(Cl)Cl (configuration not stated)	-3%	-8%	-6	-6%	3	-12%	-4%	-0.1%	1%
Cc1ccc(F)c(NC=C2C(=O)OC(C)(C)OC2=O)c1	5%	0%	0	-12%	0	11%	-13%	1.8%	1%
CCOC(=O)C[C@H]1c2cc(F)ccc2S(=O)(=O)N1c1ccccc1	3%[57.1 µM]	7%&1%	-5	10%	-2	-7%	9%	·	-4%&0%
COc1ccc(CCNC(=O)CSCC(=O)Nc2ccccc2)cc1OC	6%[57.1 µM]	0%	-9	9%	-1	0%	1%	0.0%	-2%
Cc1cccc(S(=O)(=O)NCCC(=O)OC(C)C(=O)NC(=O)NC2CCCCC2)c1 (configuration not stated)	6%[57.1 µM]	-9%	-4	-17%	-7	1%	-7%	1.7%	-2%
CSc1ccccc1-c1ccc2nccn2c1	·	-25%	-1	·	-2	·	·	·	0%
COCC(=O)N(C)c1nnc(-c2ccccn2)s1	4%[11.4 µM]	-4%	3	-17%	-20	2%	1%	1.2%	1%
CCOc1ccc(NC(=O)COC(=O)c2ccccc2OCC(=O)N(C)C)cc1	0%	-1%	-4	·	·	·	·	·	1%
COc1ccccc1NC(=O)CC1C(=O)Nc2c1c(=O)n(C)c(=O)n2C (configuration not stated)	-5%	1%	-6	-8%	1	-4%	-4%	-0.1%	-2%
